Assay outcomes deposited in PubChem BioAssay by National Center for Advancing Translational Sciences (NCATS).
ASM inhibitor: human S-ASM enzyme inhibition; placental ASM, HMU-PC fluorogenic substrate, 60 min; AID 504937; hit rate 0.006% among 340,000; Potency, µM (series often up to 57.5 µM), without a hit: top-dose activity change, negative = inhibition, most hits filed as inhibitors; also: potency is read from the fitted curve at half-maximal effect
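Steps: dispense placental human ASM, pin compound, wait 10 min at room temperature, add HMU-PC0 substrate at 9 uM final, incubate 60 min at 37 °C, add stop solution raising pH to 10, read fluorescence.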
A-T KAP1 phos: potential ataxia-telangiectasia treatment; hit rate 0.19% among 320,000; Potency, µM (titrated, usually from 57.5 µM), for the others: at the highest dose activation, most hits filed as activators; […] A-T fibroblasts, KAP-1 phosphorylation AlphaLISA; neocarzinostatin DNA damage 30 min before lysis; AID 485349; also: potency is read from the fitted curve at half-maximal effect; % of control where 0% means no effect; nearly all actives have a fitted effect of over 45% in size
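hTERT-immortalized A-T patient fibroblasts ([…]), 500 cells/well in OPTI-MEM, 1% FBS, got compounds for 60 min, then NCS for 30 min at 37C. Lysates were then assayed for phospho-KAP-1 by AlphaLISA (anti-pKAP1 donor, anti-KAP1 acceptor beads), 6 hr at 25C.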
Mito fusion yeast: mitochondrial division inhibition or fusion activation; S. cerevisiae fusion-defective mutant growth rescue, CellTiterGlo 48 h; Potency, µM (highest dose often 46.1 µM), for inactives: top-dose growth rescue (activation), actives largely listed as activators; hit rate 0.23% among 320,000; AID 485298;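 also: potency is read from the fitted curve at half-maximal effect; % of control where 0% means no effect; nearly all actives have a fitted effect of over 45% in size; temperature-sensitive fusion mutants such as fzo1-1 at 37 °C on non-fermentable ethanol glycerol medium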
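Luminescent cell viability in 1536-well qHTS format served as the measure of rescued growth in ts fusion-mutant S. cerevisiae cultured on non-fermentable YPEG for 48 hours at 37C.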
TSG101-PTAP inh: blocks PTAP/TSG101 interaction to inhibit HIV-1 budding. Potency, µM (top dose mostly 115 µM), inactives show at the top dose activity change, negative = inhibition, hits mostly inhibitors. Fluorescence polarization, FITC-PTAP peptide / Tsg101 binding. AID 493005. 340,000 tested, under 10 active; active = well fitted inhibition curve with a large enough effect in the main read-out, with a control signal flat, not every such curve was filed as active; inconclusive = small, poorly fitted or top-dose-only effect, or effect the other way, or a change in a side signal; inactive = no such curve, though single readings can be large or run the other way; also: potency is read from the fitted curve at half-maximal effect; % of control where 0% means no effect
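Compounds were pin-transferred onto Tsg101 binding domain (10 uM final) in HEPES pH 7.5 buffer, then FITC-PTAP peptide was added at 50 nM final. After 20 min at RT, polarization reported peptide displacement across a qHTS concentration series.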
MBNL1 CUG block: blocks human MBNL1 binding to CUG repeat RNA; AID 2675; Potency, µM (series often up to 57.5 µM), inactives show top-dose activity change, negative = inhibition, usual class: inhibitors; TR-FRET MBNL1-His/biotin-(CUG)12 binding, 665/545 ratio; Q9NR56; hit rate 0.036% among 280,000; active = well fitted inhibition curve with a large enough effect in the signal ratio, with a control signal flat, not every such curve was filed as active; inconclusive = small, poorly fitted or top-dose-only effect, or effect the other way, or a change in a side signal; inactive = no such curve, though single readings can be large or run the other way; the % refers to the signal ratio; also: potency is read from the fitted curve at half-maximal effect; % is scaled to controls: 0 for no effect and ±100 for the full control effect
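TR-FRET readout: Ex 340 nm, 665/545 nm emission ratio, normalized to buffer-only (basal) and MBNL1-(CUG)12 controls. Complex of MBNL1-His with Biotin-(CUG)12, compounds 92 nM–58 uM, incubated 60 min at room temperature.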
TCR act: activates T cell receptor signaling | 330,000 tested, under 10 active | primary human leukocytes, anti-CD3, IL-2 HTRF, 48 h | Potency, µM (top dose mostly 9.22 µM), inactives show at the highest dose activation of IL-2 secretion, hits mostly activators | AID 504894; also: % of control where 0% means no effect
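HTRF read-out of IL-2 secretion: europium cryptate donor excited at 320nm, d2 acceptor emission at 665nm. Cells were primary human leukocytes incubated 48 hr with compounds and a-CD3 beads, supplying TCR signal only.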
Menin-MLL TR inh: displaces Texas Red mutant MLL peptide from human menin. O00255. Menin + Texas Red MLL mutant peptide, fluorescence polarization. Potency, µM (top dose mostly 61.6 µM), for inactives: top-dose FP activity change, negative = inhibition, most hits filed as inhibitors. hit rate 0.23% among 270,000. AID 1768; active = well fitted inhibition curve with a large enough effect in the polarisation, with a control signal flat, not every such curve was filed as active; inconclusive = small, poorly fitted or top-dose-only effect, or effect the other way, or a change in a side signal; inactive = no such curve, though single readings can be large or run the other way; the % refers to the polarisation; also: potency is read from the fitted curve at half-maximal effect; % of control where 0% means no effect; many of its hits are not listed in these tables
MLL CXXC-DNA inh: inhibitors of human MLL CXXC domain-DNA interaction | Potency, µM (doses to about 115 µM), for inactives: at the highest dose activity change, negative = inhibition, actives largely listed as inhibitors | hit rate 0.037% among 290,000 | MLL-CXXC / FITC-HOXA9 DNA fluorescence polarization | Q03164; active = well fitted inhibition curve with a large enough effect in the polarisation, with a control signal flat, not every such curve was filed as active; inconclusive = small, poorly fitted or top-dose-only effect, or effect the other way, or a change in a side signal; inactive = no such curve, though single readings can be large or run the other way; the % refers to the polarisation; also: potency is read from the fitted curve at half-maximal effect
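Fluorescence polarization: 7 uM MLL-CXXC (stock) preincubated 5 min with compounds, then 50 nM fluorescein-HOX-A9 DNA (stock) added; 30 min ambient. Buffer 50 mM Tris-HCl pH 7.5, 50 mM NaCl, 1 mM DTT, 0.05% BSA.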
TSHR antag: antagonists of human thyroid stimulating hormone receptor; P16473; activity change, negative = inhibition, % at 11.5 µM; TSHR-expressing cells, TSH-stimulated cAMP HTRF, 2 h; stronger effect = lower value; AID 504810; hit rate 0.2% among 330,000;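 active = activity change below a set negative limit, meaning inhibition stronger than a set level, cut at about -70% in these data; inconclusive = activity change between two set negative limits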; also: % is scaled to controls: 0 for no effect and ±100 for the full control effect
Target sequence (P16473 whole entry, looked up): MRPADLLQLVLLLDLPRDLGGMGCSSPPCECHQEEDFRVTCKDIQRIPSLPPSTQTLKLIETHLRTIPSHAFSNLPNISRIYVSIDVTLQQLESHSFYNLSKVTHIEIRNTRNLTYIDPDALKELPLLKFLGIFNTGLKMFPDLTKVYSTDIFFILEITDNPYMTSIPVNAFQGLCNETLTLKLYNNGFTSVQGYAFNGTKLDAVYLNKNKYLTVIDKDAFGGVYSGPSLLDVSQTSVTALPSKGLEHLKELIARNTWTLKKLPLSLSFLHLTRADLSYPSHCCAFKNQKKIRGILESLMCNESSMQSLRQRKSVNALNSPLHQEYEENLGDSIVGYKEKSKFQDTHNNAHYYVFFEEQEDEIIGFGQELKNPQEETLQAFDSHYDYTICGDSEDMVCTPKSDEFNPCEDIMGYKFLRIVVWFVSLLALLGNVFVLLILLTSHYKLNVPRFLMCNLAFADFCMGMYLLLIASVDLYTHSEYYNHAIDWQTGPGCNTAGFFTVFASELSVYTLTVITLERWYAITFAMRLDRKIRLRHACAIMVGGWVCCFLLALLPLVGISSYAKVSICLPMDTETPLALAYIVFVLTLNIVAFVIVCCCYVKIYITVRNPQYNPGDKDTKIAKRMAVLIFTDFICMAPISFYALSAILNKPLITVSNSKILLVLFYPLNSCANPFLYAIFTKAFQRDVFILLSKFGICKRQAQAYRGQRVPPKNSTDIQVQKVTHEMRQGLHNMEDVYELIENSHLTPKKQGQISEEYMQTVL
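Cell-based HTRF cAMP assay; TSHR cells + compound, TSH EC80 (4nM final), 2 h, 37 deg C. Lysis with anti-cAMP cryptate and cAMP-d2, 30 min RT, read 665/620 nm.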
a7 integrin act: activates integrin-mediated alleviation for muscular dystrophy. alpha7betagal myoblasts, beta-gal FDG fluorescence, 48 h. Potency, µM (series often up to 38.3 µM), for inactives: at the top dose activation, most hits filed as activators. hit rate 0.064% among 350,000. AID 624291;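 also: potency is read from the fitted curve at half-maximal effect; 100% = response of the positive control SU9516; nearly all actives have a fitted effect of over 60% in size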
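alpha7betagal+/- myoblasts (passage 13, 250/well) treated 48 h at 37C with compounds at 1:260 dilution of DMSO stock. Lysed, then beta-galactosidase activity read as FDG fluorescence (ex 480/em 540) after 30 min, with pre-read for autofluorescence.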
An asterisk follows results filed as active; [ ] = dose if it differs, or a comment. Unless noted, calls follow the shape of the dose curve; as a rule, active = well fitted curve in the direction sought with a large enough effect; inconclusive = small, poorly fitted or top-dose-only effect, or another doubt; inactive = no such curve, though single readings can be large; an effect the other way counts as inactive or inconclusive. These rows are one share of the data (hit frequency here may not be typical).

Screening CN(C)c1ccc(-c2n[nH]c(=S)n2-c2ccccc2)cc1 returned ASM inhibitor -2%, A-T KAP1 phos -3%, Mito fusion yeast 0%, TSG101-PTAP inh -1%, MBNL1 CUG block 23%, TCR act -2%, Menin-MLL TR inh -13%, MLL CXXC-DNA inh 1%, TSHR antag -4 and a7 integrin act 15%.
For COC(=O)C(NC(C)=O)(Nc1ccc(Br)cn1)C(F)(F)F (centres undefined) the results were ASM inhibitor 2%, A-T KAP1 phos -1%, Mito fusion yeast -1%, TSG101-PTAP inh -7%, MBNL1 CUG block -5%, TCR act 1%, Menin-MLL TR inh 0%, MLL CXXC-DNA inh -2%, TSHR antag 12 and a7 integrin act -22%.
Screening O=C(NCCc1ccccc1)/C(=C\c1cccc([N+](=O)[O-])c1)NC(=O)c1ccco1 returned ASM inhibitor -3%, A-T KAP1 phos -2%, Mito fusion yeast -4%, TSG101-PTAP inh -7%, MBNL1 CUG block inconclusive, TCR act -8%, Menin-MLL TR inh 8%, MLL CXXC-DNA inh 3%, TSHR antag -2 and a7 integrin act -19%.
`COC(=O)c1cc(-c2ccc(Cl)cc2)n(-c2ccc(S(N)(=O)=O)cc2)n1` gave ASM inhibitor -3%, A-T KAP1 phos 4%, Mito fusion yeast 7%, TSG101-PTAP inh 1%, MBNL1 CUG block -3%, TCR act -2%, Menin-MLL TR inh -9%, MLL CXXC-DNA inh 5%, TSHR antag 12 and a7 integrin act -23%.
`O=C(CCC1CCCN(C(=O)c2cccnc2)C1)NCc1ccccc1F` (centres undefined) gave ASM inhibitor 0%, A-T KAP1 phos -6%, Mito fusion yeast -1%, TSG101-PTAP inh 0%, MBNL1 CUG block -11%, TCR act 2%, MLL CXXC-DNA inh -4%, TSHR antag 14 and a7 integrin act 7%.
c1ccc2c(N3CCCCC3)nc(N3CCOCC3)nc2c1 was read as A-T KAP1 phos 9%, Mito fusion yeast -11%, TSG101-PTAP inh -2%, MBNL1 CUG block 3%, TCR act 1%, Menin-MLL TR inh -17%, MLL CXXC-DNA inh 0%, TSHR antag 0 and a7 integrin act -8%.
`CCCC(C(=O)NCC1CCCO1)N(Cc1ccccc1)C(=O)CNS(=O)(=O)c1ccccc1` (centres undefined) gave ASM inhibitor 0%, A-T KAP1 phos 3%, Mito fusion yeast 4%, TSG101-PTAP inh -4%, MBNL1 CUG block 2%, TCR act 13%, Menin-MLL TR inh -6%, MLL CXXC-DNA inh 2%, TSHR antag -1 and a7 integrin act 13%.
For CC(Cc1cccs1)NC(=O)c1cccc(Cl)c1 (centres undefined) the results were ASM inhibitor 2%, Mito fusion yeast 15%, TSG101-PTAP inh -3%, MBNL1 CUG block -1%, TCR act 1%[46.1 µM], Menin-MLL TR inh -12%, MLL CXXC-DNA inh 4%, TSHR antag 18 and a7 integrin act 8%.
For CC(C)Cn1c(N)c(C(=O)COC(=O)C2Cc3ccccc3CN2S(C)(=O)=O)c(=O)n(C)c1=O (centres undefined) the results were ASM inhibitor -1%, A-T KAP1 phos 1%, Mito fusion yeast -2%, TSG101-PTAP inh -2%, TCR act 5%, TSHR antag -21 and a7 integrin act -42%[inhibitor].
CCn1c(CNc2ccc(Cl)cc2)nnc1SCC(=O)NCc1ccccc1 was read as ASM inhibitor 0%, A-T KAP1 phos 6%, Mito fusion yeast -2%, TSG101-PTAP inh -10%, MBNL1 CUG block 3%, TCR act -2%, Menin-MLL TR inh 0%, MLL CXXC-DNA inh 1%, TSHR antag -5 and a7 integrin act -17%.
For O=C(NCCc1ccccc1)c1nc2ncccn2n1 the results were ASM inhibitor 0%, Mito fusion yeast -1%, TSG101-PTAP inh -3%, MBNL1 CUG block 6%, Menin-MLL TR inh 8%, MLL CXXC-DNA inh -1%, TSHR antag 25 and a7 integrin act -21%[7.66 µM].
O=C1CCCN1CCC12CC3CC(CC(C3)C1)C2 was read as ASM inhibitor 0%, A-T KAP1 phos 12%, Mito fusion yeast 5%, TSG101-PTAP inh -1%, MBNL1 CUG block 16%, TCR act -3%, Menin-MLL TR inh inconclusive, MLL CXXC-DNA inh -5%, TSHR antag -10 and a7 integrin act -21%.
CCN(C(=S)NC(=O)CCc1ccccc1)c1ccccc1 was read as ASM inhibitor 3%, A-T KAP1 phos -4%, Mito fusion yeast -8%, TSG101-PTAP inh 0%, MBNL1 CUG block -5%, TCR act -4%[46.1 µM], Menin-MLL TR inh 6%, MLL CXXC-DNA inh 1%, TSHR antag -3 and a7 integrin act 2%.
For N#Cc1c(N)c(C(=O)c2ccc(Cl)cc2)n2c1CCC2 the results were ASM inhibitor -1%, A-T KAP1 phos 1%, Mito fusion yeast -4%, TSG101-PTAP inh -1%, MBNL1 CUG block 7%, TCR act -14%, Menin-MLL TR inh 0%, MLL CXXC-DNA inh 0%, TSHR antag -9 and a7 integrin act 17%.
For O=C(Cc1ccc(F)cc1)N1CCC2(CC1)NCCc1[nH]cnc12 the results were ASM inhibitor 0%, A-T KAP1 phos 4%, Mito fusion yeast -2%, TSG101-PTAP inh -3%, MBNL1 CUG block -5%, TCR act 3%, MLL CXXC-DNA inh 2%, TSHR antag -3 and a7 integrin act 14%.
`COC(=O)CSc1nc(SCc2ccccc2Cl)nc2c1CCCC2` gave ASM inhibitor -9%, A-T KAP1 phos 1%, Mito fusion yeast 7%, TSG101-PTAP inh -6%, MBNL1 CUG block 1%, TCR act 9%, Menin-MLL TR inh 1%, MLL CXXC-DNA inh -1%, TSHR antag -29 and a7 integrin act 6%.
Screening Cc1ccc(N2CC(C)Cn3c2nc2c3c(=O)n(CC(=O)OCc3ccccc3)c(=O)n2C)cc1C (centres undefined) returned ASM inhibitor -3%, A-T KAP1 phos 2%, Mito fusion yeast -5%, TSG101-PTAP inh -7%, MBNL1 CUG block -3%, TCR act 0%, Menin-MLL TR inh 0%, MLL CXXC-DNA inh inconclusive, TSHR antag 1 and a7 integrin act 16%.
Screening Cc1ccc(NS(=O)(=O)c2cccc(C(=O)N3CCCCC3)c2)cc1 returned ASM inhibitor -3%, A-T KAP1 phos -1%, TSG101-PTAP inh -1%, TCR act -2%, TSHR antag 1 and a7 integrin act -13%.
COC(=O)CN1C(=O)C2(C(C#N)=C(N)Oc3ccccc32)C2=C1CC(C)(C)CC2=O (centres undefined) was read as ASM inhibitor 4%, A-T KAP1 phos 1%, Mito fusion yeast 2%, TSG101-PTAP inh -6%, MBNL1 CUG block -4%, TCR act -6%, Menin-MLL TR inh 1%, MLL CXXC-DNA inh 1%, TSHR antag 5 and a7 integrin act 11%.
NC(=O)c1ccc(Nc2ccc3nonc3c2[N+](=O)[O-])cc1 was read as ASM inhibitor -3%, A-T KAP1 phos -3%, Mito fusion yeast 7%, TSG101-PTAP inh -2%, MBNL1 CUG block inconclusive, Menin-MLL TR inh -3%, MLL CXXC-DNA inh -5%, TSHR antag 28 and a7 integrin act -15%.
For Cc1ccc2c(CN(C)Cc3ccc(OC(F)F)cc3)cc(=O)oc2c1C the results were ASM inhibitor -12%, A-T KAP1 phos -7%, Mito fusion yeast 0%, TSG101-PTAP inh 1%, MBNL1 CUG block -2%, TCR act -8%, Menin-MLL TR inh inconclusive, MLL CXXC-DNA inh 28%, TSHR antag -7 and a7 integrin act -21%.
For COc1cccc(NC(=S)NCCc2ccccn2)c1 the results were ASM inhibitor 0%, A-T KAP1 phos 1%, Mito fusion yeast 0%, TSG101-PTAP inh -4%, MBNL1 CUG block 3%, TCR act -1%, Menin-MLL TR inh 22%, MLL CXXC-DNA inh -9%, TSHR antag -10 and a7 integrin act -32%.
For COc1ccc(C(c2nnnn2Cc2cccs2)N2CCN(c3ccccc3F)CC2)cc1OC (centres undefined) the results were ASM inhibitor 0%, A-T KAP1 phos 20%, Mito fusion yeast 12%, TSG101-PTAP inh -5%, MBNL1 CUG block 1%, TCR act -8%, Menin-MLL TR inh -12%, MLL CXXC-DNA inh -4%, TSHR antag -48 and a7 integrin act 44%.
Screening Cc1cc2c(cc1S(=O)(=O)Nc1c(C)cccc1C)n(C)c(=O)c(=O)n2C returned ASM inhibitor 0%, A-T KAP1 phos 13%, Mito fusion yeast -17%, TSG101-PTAP inh -3%, MBNL1 CUG block -7%, TCR act 6%, Menin-MLL TR inh -22%, TSHR antag 21 and a7 integrin act -3%.
